Assay outcomes: PubChem, several laboratories
E coli Lon inh: inhibitors of E. coli Lon protease; inhibition, % at 7.94 µM; P0A9M0; 360,000 compounds, 0.42% hits; purified E. coli Lon protease, fluorescence polarization; AID 602123; in the data active means inhibition above about 13%, passing the limit was not always enough;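 further: 0% = enzyme with probe and DMSO and 100% = no enzyme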
FAS-TE inh: inhibitors of human fatty acid synthase thioesterase domain; recombinant FAS-TE, OMFH fluorogenic substrate, fluorescence endpoint; inhibition, % at 15 µM; 360,000 compounds, 0.67% hits;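 active means compounds whose normalised, plate-corrected inhibition of enzyme fluorescence in the single-dose primary screen is 50% or more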;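 further: 0% = DMSO with enzyme and 100% = substrate without enzyme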
Rin1 Abl inh: blocks binding of human Rin1 to Abl | P00519+Q13671 | TR-FRET Rin1/Abl binding, biochemical | inhibition, % at 7.35 µM | 360,000 compounds, 0.4% hits | AID 588664; in the data active means inhibition above about 5%, passing the limit was not always enough
MsrA inhibitor: inhibits bovine methionine sulfoxide reductase A. inhibition, % at 15.5 µM. 360,000 compounds, 0.75% hits. purified bovine MsrA, absorbance read-out; in the data active means inhibition above about 4.5%;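 further: 0% = vehicle wells with enzyme and 100% = reference inhibitor wells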
MT1-MMP act inh: MT1-MMP (human) activation inhibition. P50281. HT1080 RFP-PRO-GFP cells, GFP/RFP ratio fluorescence, overnight; percent of plate control window, DMSO zero. GFP/RFP ratio change, % at 20 µM. 360,000 compounds, 0.061% hits. AID 651647;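 active means GFP/RFP ratio change of at least 30% with cell ATP level not reduced by more than half and red fluorescence within 50% of control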; further: strong numbers were not always called active
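Material – HT1080 RFP-PRO-GFP cells · Control set – DMSO wells and RFP-L50D-GFP cells · Incubation – overnight cell settling, then overnight compound exposure, 37 °C, 5% CO2 · Compound dosing – single-point 20 µM compound, 1% DMSO · Read-out – GFP/RFP fluorescence ratio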
SKN-1 inh: blocks SKN-1 activity in C. elegans. 360,000 compounds, 0.49% hits. inhibition, % at 21.8 µM. C. elegans VP596 Pgst-4::GFP/RFP ratio, acrylamide-induced, 24 h;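 active means interference check ratio from 0.5 to 1.5 plus GFP to RFP signal ratio inhibition reaching or exceeding a fixed threshold, cut at about 30% in these data, passing the limit was not always enough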; further: some compounds called inactive have numbers as strong as hits
bovine MsrA act: activators of bovine methionine sulfoxide reductase A. purified bovine MsrA, absorbance read-out. activation, % at 10.6 µM. 360,000 compounds, 0.3% hits. AID 602163; in the data active means activation above about 7.5%;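 further: 0% = vehicle and 100% = reference activator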
CendR NRP1 mod: NRP-1/CendR interaction modulation. 360,000 compounds, 0.85% hits. FAM-RPARPAR peptide binding to NRP-1, fluorescence polarization. AID 602438. O14786. inhibition, % at 25 µM;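 active means inhibition or corrected inhibition above about 18%, plus a signal ratio from 0.5 to 1.5, limit read from the data, passing the limit was not always enough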; further: strong numbers were not always called active
Neddylation inh: inhibitors of human cullin neddylation. P61081+Q13564. TR-FRET cullin neddylation, biochemical. calls only at 25 µM. 360,000 compounds, 0.58% hits. AID 651699; in the data active means inhibition above about 36%
* = called active by the depositor; i = inactive; nt = no result given.

SMILES | E coli Lon inh | FAS-TE inh | Rin1 Abl inh | MsrA inhibitor | MT1-MMP act inh | SKN-1 inh | bovine MsrA act | CendR NRP1 mod | Neddylation inh
C/C(=N\NC(=O)C(C)n1nc(C)c([N+](=O)[O-])c1C)c1ccccc1O (configuration not stated) | 4 | -1 | -4 | 1.2 | 2 | 6 | -3 | -9 | i
Cc1cc(C)n(C(=O)c2ccc(C)c(Br)c2)n1 | -7 | 6 | 3 | 0.1 | -1 | -7 | -3 | 15 | i
COc1ccc(C)cc1NC(=O)c1nnn(Cc2cccc(F)c2)c1N | -1 | 3 | -5 | 0.8 | 4 | 11 | -2 | 0 | nt
O=c1[nH]c(CN2CCN(S(=O)(=O)c3ccc(Cl)cc3)CC2)nc2cc(Cl)ccc12 | -2 | 22 | 3 | -0.6 | 0 | -3 | -3 | -7 | i
Cn1c(SCC(=O)NC(=O)c2cccc([N+](=O)[O-])c2)nnc1-c1ccc(F)cc1 | -14 | -4 | 4 | -0.3 | 2 | 8 | -6 | 2 | i
c1ccc(OC2CCCCC2N2CCOCC2)cc1 (configuration not stated) | -12 | -6 | 1 | 0.0 | -1 | -8 | -2 | 0 | i
COc1ccc(/C=C2\CCc3ccccc3C2=O)cc1Cn1nc(C)cc1C | -6 | 13 | 0 | 2.3 | -1 | 0 | -10 | 5 | i
O=C(NCc1cccnc1)C1C2C=CC(C2)C1C(=O)Nc1cccc(C(F)(F)F)c1 (configuration not stated) | -7 | -5 | -3 | 0.7 | -2 | 0 | -2 | -3 | i
COc1ccc(CSc2n[nH]c(=O)[nH]c2=O)cc1 | -4 | -6 | 0 | -1.0 | 5 | 14 | 1 | 6 | i
O=C(CC1C(=O)NCCN1Cc1c(F)cccc1Cl)NCCC1=CCCCC1 (configuration not stated) | 0 | 10 | 2 | -0.7 | 3 | -9 | -10 | -2 | i
COc1cc(CNCc2cccs2)ccc1OCC(N)=O | -2 | -6 | 2 | -0.1 | -8 | -4 | 1 | 4 | i
C[C@@H](CN1C2=NC[C@H](C)N2C[C@H]1Cc1ccc(O)cc1)NC(=O)CCC1CCCCC1 | 3 | -7 | 0 | -0.7 | 4 | 7 | 1 | 18 | i
CC(=O)N1CCN(c2ccc(NC(=O)c3ccc([N+](=O)[O-])o3)cc2Cl)CC1 | -2 | 10 | 0 | -0.5 | 4 | -12 | 2 | 2 | i
CCOC(=O)c1c(S(=O)(=O)Nc2ccc(C)cn2)c(C)n(C)c1C | -2 | -2 | -2 | 1.0 | 0 | 19 | -1 | -3 | i
O=c1nc(-c2ccccc2)c(-c2ccccc2)n[nH]1 | 2 | -6 | 0 | 0.5 | 5 | -7 | 0 | 4 | i

The final 3 compounds of the part before open the next one:
SMILES | E coli Lon inh | FAS-TE inh | Rin1 Abl inh | MsrA inhibitor | MT1-MMP act inh | SKN-1 inh | bovine MsrA act | CendR NRP1 mod | Neddylation inh
CC(=O)N1CCN(c2ccc(NC(=O)c3ccc([N+](=O)[O-])o3)cc2Cl)CC1 | -2 | 10 | 0 | -0.5 | 4 | -12 | 2 | 2 | i
CCOC(=O)c1c(S(=O)(=O)Nc2ccc(C)cn2)c(C)n(C)c1C | -2 | -2 | -2 | 1.0 | 0 | 19 | -1 | -3 | i
O=c1nc(-c2ccccc2)c(-c2ccccc2)n[nH]1 | 2 | -6 | 0 | 0.5 | 5 | -7 | 0 | 4 | i
Cc1ccc2[nH]c(=O)c(CN(CC3COCCO3)C(=O)Nc3ccccc3F)cc2c1 (configuration not stated) | -2 | -5 | 2 | -0.6 | -8 | -7 | -9 | -3 | i
COc1cccc(OCCNC(=O)Nc2cc(F)c(F)cc2Cl)c1 | 2 | 27 | 5 | -0.9 | 7 | -5 | -1 | 25* | i
CC1CC(C)(C)NC(=S)N1CCC(=O)N1CCN(c2ccccc2)CC1 (configuration not stated) | -6 | -1 | 3 | -0.3 | 4 | 4 | -3 | 6 | i
Cc1ccc(C(=O)CSc2nnc(COc3cccc4cccnc34)o2)cc1 | -1 | -4 | -1 | 0.3 | 5 | -18 | -11 | 8 | i
Oc1ccc(/C=N\Nc2cc(N3CCOCC3)nc(N3CCOCC3)n2)c(O)c1 | 7 | 8 | -1 | 5.3* | 3 | 8 | -6 | -17 | i
Nc1nc(N)c(N=O)c(OCC2CCCCC2)n1 | 6 | 4 | -8 | 2.6 | 3 | 12 | -1 | 5 | i
O=C(NCCCl)c1ccc(OCc2ccccc2)cc1Cl | -1 | -5 | 2 | 0.1 | -2 | -2 | -2 | -1 | i
COc1ccc(Cl)cc1NC(=O)CN1c2ccccc2CC1C (configuration not stated) | 1 | 24 | -3 | 0.3 | 0 | 10 | -2 | 4 | i
COc1ccc(OCCOCCN2CCc3ccccc3C2)cc1 | -15 | -3 | 1 | -0.8 | -1 | 30 | -1 | -14 | i
Cc1ccc(SC(=O)COc2ccc(C)c(C)c2)cc1 | -5 | 22 | 3 | 2.9 | -6 | -5 | -7 | -17 | i
CCNc1nc(SC(C)C(=O)OC)nc(N2CCOCC2)n1 (configuration not stated) | 1 | -10 | -3 | 1.0 | 7 | -9 | -1 | 3 | i
O=C(OCCN=C1NS(=O)(=O)c2ccccc21)C1CC(=O)N(c2ccc3ccccc3c2)C1 (configuration not stated) | -10 | -8 | -6 | -0.4 | -2 | 2 | -1 | -4 | i
CCN(CC)c1ccc(/C=N/N2C(C)CCCC2C)c(O)c1 (configuration not stated) | -3 | 2 | -2 | 2.9 | 8 | -2 | -2 | -1 | i
N#CCC(=O)N/N=C/c1ccc(SCC(=O)Nc2ccccc2)o1 | -4 | -2 | -4 | 0.5 | -1 | -9 | -2 | -7 | i
COc1cccc(NC(=O)C2CCOC2=O)c1 (configuration not stated) | 5 | -8 | 1 | 0.0 | 3 | 10 | -3 | -8 | i
COc1cc(/C=N/NC(=O)c2cccc(NC(=O)c3ccccc3C)c2)ccc1O | 7 | -2 | 3 | 1.1 | 7 | 2 | -1 | 8 | i
c1ccc(-n2c(SCC3CCCCO3)nnc2-c2cccs2)cc1 (configuration not stated) | -11 | -3 | 2 | 1.7 | -9 | 5 | -4 | -3 | i
O=[N+]([O-])c1cc(Cl)cc(/C=N\Nc2ccccn2)c1O | -7 | 11 | 1 | 0.1 | 3 | 4 | -1 | 6 | i
NC(=O)CN1CCN(c2nc(-c3ccc(F)cc3)cs2)CC1 | -3 | -5 | -2 | -0.1 | -8 | -1 | -2 | -2 | i
CCN(C(=O)COC(=O)C(Cc1ccccc1)N1C(=O)c2ccccc2C1=O)C1CCS(=O)(=O)C1 (configuration not stated) | -3 | -7 | 0 | 0.4 | -2 | -6 | -3 | -3 | i
COc1ccc(-c2cc(C(F)(F)F)nc(N)n2)cc1 | 6 | 1 | 2 | 1.3 | -3 | 5 | -4 | -7 | i
COc1ccc(/C=C2/C(=O)N(c3cccc(F)c3)N=C2C)c(OC)c1 | 7 | -5 | 6 | 1.0 | -9 | 3 | -11 | -10 | i
CC1(NC(=S)NCCO)CCS(=O)(=O)C1 (configuration not stated) | -10 | -7 | -4 | 0.0 | 1 | -5 | -2 | -4 | i
CC(=O)Nc1ccc(C2=NN(c3ccccc3)C(c3ccccc3)C2)cc1 (configuration not stated) | 8 | 24 | 0 | 1.4 | -6 | -6 | -2 | 9 | nt
COc1cc(C2c3cc4c(cc3C(OC3OC5COC(c6cccs6)OC5C(O)C3O)C3COC(=O)C23)OCO4)cc(OC)c1O (configuration not stated) | 4 | 1 | 2 | -1.5 | -6 | -10 | -7 | 2 | i
CCN(CC(=O)NC1CCS(=O)(=O)C1)S(=O)(=O)c1ccc(Cl)cc1C(F)(F)F (configuration not stated) | -2 | -7 | -2 | -0.1 | 1 | -5 | -3 | 10 | i
CC(C)OC(=O)c1ccc(NC(=O)Cn2c(-c3nonc3N)nc3ccccc32)cc1 | -8 | 0 | 0 | 0.2 | -2 | 0 | -6 | -6 | i
CC(C)(C)c1csc(N/N=C/c2ccc(O)cc2)n1 | -2 | 17 | 4 | 1.7 | 10 | 10 | -1 | 12 | i
CC(C)N(CC(N)=O)c1ncnc2sc(-c3ccccc3)cc12 | -12 | -9 | -1 | 2.6 | -7 | 5 | -4 | -3 | i
CC(=O)Nc1ccc(NC(=O)C2c3ccccc3Oc3ccccc32)cc1 | 2 | -4 | 0 | 0.5 | 1 | -6 | 2 | -7 | i

As a short view, part of the list above.
SMILES | E coli Lon inh | FAS-TE inh | Rin1 Abl inh | MsrA inhibitor | MT1-MMP act inh | SKN-1 inh | bovine MsrA act | CendR NRP1 mod | Neddylation inh
CC(C)(C)c1csc(N/N=C/c2ccc(O)cc2)n1 | -2 | 17 | 4 | 1.7 | 10 | 10 | -1 | 12 | i
CC(C)N(CC(N)=O)c1ncnc2sc(-c3ccccc3)cc12 | -12 | -9 | -1 | 2.6 | -7 | 5 | -4 | -3 | i
CC(=O)Nc1ccc(NC(=O)C2c3ccccc3Oc3ccccc32)cc1 | 2 | -4 | 0 | 0.5 | 1 | -6 | 2 | -7 | i

The list goes on:
SMILES | E coli Lon inh | FAS-TE inh | Rin1 Abl inh | MsrA inhibitor | MT1-MMP act inh | SKN-1 inh | bovine MsrA act | CendR NRP1 mod | Neddylation inh
CC1CCN(c2ccc(-c3ccc(NC(=O)C(F)(F)F)cc3)nn2)CC1 | 6 | -2 | 0 | nt | 9 | 6 | 1 | 19 | i
CCN1CCN(C(=O)c2ccc(CN(c3ccccc3)S(=O)(=O)c3ccccc3)cc2)CC1 | 10 | -2 | -2 | -0.2 | -1 | 0 | 1 | 12 | i
Cc1ccc(S(=O)(=O)N2CCN(C(=O)CC(C)(C)C)CC2)cc1 | -6 | -9 | 2 | 0.4 | 2 | 2 | -4 | 20 | i
Cn1c2c(c(=O)n(C)c1=O)C(c1ccc(O)cc1)Nc1ccccc1O2 (configuration not stated) | -1 | -2 | 3 | 1.6 | 4 | -27 | -11 | 1 | i
Cc1ccc(Sc2ccc(C(=O)NC(C)C)cc2[N+](=O)[O-])cc1 | -9 | 2 | -1 | 1.3 | -2 | -38 | -7 | 4 | i
CCc1sc(C(=O)Nc2ccc(F)cc2C)cc1C | -8 | -7 | 2 | -0.2 | 8 | 6 | -7 | -12 | i
Cc1cc(C(O)c2ncc(-c3ccccc3)[nH]2)ccc1F (configuration not stated) | -2 | -1 | -2 | nt | 2 | 8 | 1 | 0 | i
C/C(=N\NC(=O)c1nnn(-c2nonc2N)c1CSc1ccc(Cl)cc1)c1cccnc1 | -5 | 16 | 1 | -0.3 | 5 | 12 | -2 | 0 | i
CC(=O)N1CCN(CC(=O)c2ccc(Br)cc2)CC1 | 16 | -6 | 1 | 0.5 | 0 | 0 | 0 | -3 | i
Cn1c(N)c(C(=O)COC(=O)c2ccccc2C(F)(F)F)c(=O)n(C)c1=O | 2 | -4 | 0 | -0.8 | 2 | 1 | -2 | 6 | i
Cc1cc(C)c(OCC(=O)NCC2CCCO2)c(C)c1 (configuration not stated) | 5 | -6 | -2 | 0.4 | 1 | -2 | -2 | -4 | i
Cc1cccc(C(=O)OCC(=O)N2CCc3ccccc3C2)c1O | -12 | 14 | 5 | 0.0 | 0 | -10 | 0 | -3 | i
CN(CC(=O)Nc1cccc2ccccc12)C(=O)c1ccc(NC(=O)CC#N)cc1 | -17 | -2 | 1 | -0.7 | 0 | 4 | -3 | -9 | i
CCN(CC(=O)NCc1cccs1)C(=O)c1ccccc1Cl | 0 | -5 | -3 | 1.3 | 2 | 7 | 0 | -10 | i
COc1ccccc1OCCOCCOc1ccccc1Cl | -1 | 3 | 1 | 0.9 | 0 | 11 | 0 | -5 | i
c1ccc(CSc2nnnn2-c2ccccc2)cc1 | -5 | 15 | -3 | 0.4 | 4 | -6 | -2 | -5 | i
CCOc1ccc(NS(=O)(=O)c2cc(NC(=O)c3ccc(C)cc3)ccc2Cl)cc1 | -10 | 43 | 0 | -0.8 | -19 | 6 | -3 | 4 | i
COC(=O)CCC(=O)Nc1cccc2c(NC(=O)CCC(=O)OC)cccc12 | -6 | -8 | 0 | 0.1 | 2 | 4 | -4 | 21* | i
